Source: PubChem
Bcl-xL primary: blocks human Bcl-xL binding to Bim BH3 peptide; Q07817; GST-Bcl-xL / FITC-Bim BH3 peptide fluorescence polarization; inhibition, % at 10.9 µM; 320,000 tested, 0.7% active;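 active = inhibition above the mean of all tested compounds plus 3 SD, cutoff set per campaign, cut at about 30% in these data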;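 also: 0% = DMSO wells and 100% = unlabeled Bim-BH3 peptide competitor; inhibitors lower millipolarization by displacing the labeled peptide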
Efflux pump inh: blocks antifungal efflux pumps in multiplex yeast assay; S. cerevisiae Candida pump triplex, Nile Red efflux; inhibition, % at 10 µM; 330,000 tested, 0.44% active; AID 485275;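 active = plate passing quality check with inhibition over a set limit, or well fluorescence over plate mean plus 4 SD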;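 also: Nile Red retained in pooled yeast measured as flow cytometry median fluorescence; 0% = buffer negative control and 100% = Enniatin B positive control; higher means more Nile Red kept so more efflux inhibition; some compounds called inactive have numbers as strong as hits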
GLD-1 RNA inh: GLD-1-TGE RNA interaction inhibition (C. elegans). Q17339. purified GLD-1 + fluorescein TGE RNA, fluorescence polarization. inhibition, % at 5.96 µM. 320,000 tested, 0.44% active;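 active = percent inhibition above a per-plate cutoff, the plate mean of test compounds plus 3 SD, cut at about 30% in these data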;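 also: 0% = DMSO wells with GLD-1 and probe and 100% = wells lacking GLD-1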
PME-1 primary: blocks human protein phosphatase methylesterase 1; Q9Y570; recombinant PME-1, FP-Rh probe fluorescence polarization; inhibition, % at 5.9 µM; 320,000 tested, 0.53% active; AID 2130;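 active = inhibition above the campaign mean of all compounds plus 3 SD, cut at about 26% in these data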;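 also: competitive labeling of PME-1 active site by serine hydrolase directed probe; 0% = PME-1 with DMSO and 100% = wells lacking PME-1 enzyme; inhibitors block probe labeling so polarization falls and inhibition rises; many of its hits are not listed in these tables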
GRK2 inh: inhibitors of human GRK2 displacing RNA aptamer. P25098. bead flow cytometry, FAM-aptamer displacement from GRK2. inhibition of aptamer binding, % at 10 µM. 330,000 tested, 0.59% active. AID 488847;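 active = inhibition of aptamer binding above 40%, roughly 3 SD of noise, on plates passing a quality check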;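 also: median bead fluorescence of bound FAM aptamer so fluorescent compounds give negative values; no value below 0 was filed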
VLA-4 inh: inhibition in a human VLA-4 binding assay; P13612; VLA-4 expressing cells, ligand binding flow cytometry; inhibition, % (about 7 µM as worked out from the volumes in the protocol); 330,000 tested, 0.2% active; AID 2557; in the data active = inhibition above about 50%
Target sequence (P13612 whole entry, looked up): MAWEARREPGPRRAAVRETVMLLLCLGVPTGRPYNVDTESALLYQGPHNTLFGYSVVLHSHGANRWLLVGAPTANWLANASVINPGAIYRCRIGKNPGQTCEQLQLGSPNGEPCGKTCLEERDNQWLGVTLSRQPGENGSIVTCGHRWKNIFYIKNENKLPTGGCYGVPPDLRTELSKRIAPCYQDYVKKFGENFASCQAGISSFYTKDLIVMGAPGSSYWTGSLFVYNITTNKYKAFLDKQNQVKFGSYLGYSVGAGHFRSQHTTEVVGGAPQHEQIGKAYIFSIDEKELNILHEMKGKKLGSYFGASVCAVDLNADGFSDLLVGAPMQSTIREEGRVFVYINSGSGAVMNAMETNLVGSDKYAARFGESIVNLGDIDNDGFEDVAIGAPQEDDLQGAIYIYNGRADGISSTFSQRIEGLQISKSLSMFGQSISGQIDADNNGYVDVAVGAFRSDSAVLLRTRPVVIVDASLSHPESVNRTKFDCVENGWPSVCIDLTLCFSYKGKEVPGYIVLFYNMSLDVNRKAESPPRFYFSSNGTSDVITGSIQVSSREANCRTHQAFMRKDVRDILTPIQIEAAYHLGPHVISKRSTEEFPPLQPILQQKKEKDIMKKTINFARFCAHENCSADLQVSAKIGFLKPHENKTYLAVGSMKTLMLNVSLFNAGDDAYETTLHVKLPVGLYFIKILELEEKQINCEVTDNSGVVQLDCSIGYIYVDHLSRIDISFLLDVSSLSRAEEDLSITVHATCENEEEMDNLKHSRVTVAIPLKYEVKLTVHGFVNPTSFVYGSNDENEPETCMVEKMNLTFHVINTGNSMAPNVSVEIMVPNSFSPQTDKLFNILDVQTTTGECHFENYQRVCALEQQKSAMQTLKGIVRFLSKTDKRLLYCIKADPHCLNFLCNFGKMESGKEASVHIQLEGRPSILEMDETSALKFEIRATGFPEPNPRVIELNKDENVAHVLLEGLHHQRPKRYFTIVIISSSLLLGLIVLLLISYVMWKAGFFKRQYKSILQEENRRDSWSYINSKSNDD
Fam108B inh: counter-screen for RBBP9 inhibitors: inhibitors of mouse Fam108B. 300,000 tested, 0.33% active. inhibition, % at 9.51 µM. recombinant Fam108B, FP-Rh probe fluorescence polarization. AID 1947;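 active = inhibition above the screen mean inhibition plus 3 SD, computed separately per campaign, cut at about 18% in these data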;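 also: inhibitors lower polarization as less probe binds the enzyme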
MCL1 BIM primary: disrupts human MCL1 binding to BIM-BH3 peptide. Q07820. inhibition, % at 10.9 µM. GST-MCL1 / FITC-Bim-BH3 fluorescence polarization. 320,000 tested, 0.68% active;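 active = inhibition above the mean inhibition of all tested compounds plus 3 SD, set per campaign, cut at about 40% in these data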;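 also: 0% = DMSO wells and 100% = unlabeled Bim-BH3 peptide control; higher means more loss of mP so more displacement of Bim peptide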
MEX-5 binding: C. elegans MEX-5 TCR-2 RNA binding activity. Q9XUB2. MEX-5/FITC-TCR2 RNA binding, fluorescence polarization; active compounds read low. activity score (negative = inhibition of binding), % at 10 µM. 300,000 tested, 0.38% active;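 active = inhibition past about -25% in most replicates, and total fluorescence under double the plate's negative control median, limit read from the data; inconclusive = replicates evenly split on the limit, or fluorescence at least double controls; inactive = too little inhibition in most replicates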;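 also: 0% = DMSO and -100% = 5 µM competing unlabeled TCR2 RNA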
An asterisk follows results filed as active; ? = inconclusive; nt = no result given. These rows are one share of the data; the hit share may differ from the screen's.

mol,GRK2 inh,MEX-5 binding,MCL1 BIM primary,VLA-4 inh,Efflux pump inh,PME-1 primary,Bcl-xL primary,GLD-1 RNA inh,Fam108B inh
Cc1cccnc1NC(=O)CCNC(=O)c1ccccc1Cl,44.0*,3.5,9.4,8.8,0.0,1.6,6.2,4.3,2.4
CCOC(=O)N1CCN(C(=O)C(NC(=O)c2ccc(CC)cc2)C(C)C)CC1 (stereo not drawn),3.0,-0.5,-6.9,17.4,0.2,-5.3,-1.5,2.5,1.1
O=C(O)COc1ccc(/C=C/c2ccc3cccc([N+](=O)[O-])c3n2)cc1,0.0,2.0,17.5,7.3,-0.3,4.4,12.1,3.6,0.7
Cn1cc([N+](=O)[O-])c(C(=O)N(Cc2ccccc2)Cc2ccccc2)n1,0.0,-0.1,6.3,1.7,-0.1,4.5,2.8,-8.6,2.6
Cc1ccc(SCC(=O)Nc2ccc(N3CCOCC3)cc2)c(C)c1,27.0,0.3,-4.7,0.8,0.1,2.5,6.6,1.6,1.7
CCOC(=O)c1c(C)[nH]c(C(=O)COC(=O)CSC)c1C,1.0,1.8,-3.9,91.4*,0.0,1.0,-2.3,-1.0,0.3
COc1ccc(OC)c(NC(=O)C23CCC(C)(C(=O)C2)C3(C)C)c1 (stereo not drawn),2.0,-0.3,-3.8,4.0,0.0,1.9,-2.4,7.5,-0.1
COc1ccccc1C1=NOC(C)(c2sc(-c3ccc(Cl)cc3)nc2C)C1 (stereo not drawn),1.0,-1.1,4.4,-1.1,-0.1,-0.4,3.4,6.6,-6.4
COc1cccc(C2N(Cc3ccccc3)C(=O)C2(F)F)c1OC (stereo not drawn),0.0,-1.0,-2.0,-1.6,-0.2,-0.9,0.5,-0.7,1.8
COc1ccc(/C(O)=C2\C(=O)C(=O)N(CCN(C)C)C2c2cccc(OC)c2OC)cc1 (stereo not drawn),0.0,0.2,-8.7,2.8,6.5*,-1.0,1.3,-3.2,8.6
Cc1ccc2[nH]c3c(=O)n(CCC4=CCCCC4)cnc3c2c1,0.0,2.1,4.1,14.6,-0.1,-0.5,-0.4,-6.1,6.0
CC1CCCN(C(=O)C2CC(=O)N(c3ccc(Cl)cc3)C2)C1 (stereo not drawn),0.0,-2.9,6.5,-0.4,0.7,-9.9,4.8,-0.9,1.7
O=C(NCc1ccccc1)C(c1ccco1)N(C(=O)c1csnn1)C1CC1 (stereo not drawn),1.0,0.1,-6.3,-6.3,-0.3,-1.4,1.8,-1.0,1.1
C=CCNC(=O)c1ccc(Cn2c(=S)[nH]c3cc4c(cc3c2=O)OCO4)cc1,34.0,0.0,-65.7,-7.5,0.1,-30.1,-59.3,4.7,-21.3
COc1ccc(C(=O)Nc2c3c(nn2-c2cccc(Cl)c2)CS(=O)C3)cc1 (stereo not drawn),0.0,-0.5,-0.8,10.0,-0.1,-9.3,2.2,-7.0,-0.9
Cc1ccc(C(=O)NNC(=O)C(NC(=O)c2cccc(C)c2)C(C)C)cc1 (stereo not drawn),0.0,nt,2.9,14.3,0.0,-7.2,-1.3,4.0,nt
Cc1ccc(C)c(NC(=O)C(OC(=O)c2cnc(C)cn2)c2ccccc2)c1 (stereo not drawn),3.0,-0.3,0.6,5.0,-0.1,-1.9,-5.5,3.9,-2.4
COc1ccc(CCNC(=O)c2cc(-c3ccco3)on2)cc1OC,1.0,0.9,5.3,-36.8,-0.1,7.8,2.8,-4.1,-7.8
CC1(C)C[C@H]2C3=CCC4[C@@]5(C)CC[C@H](O)[C@@](C)(CO)C5CC[C@@]4(C)[C@]3(C)C[C@@H](O)[C@@]2(CO)[C@@H](O)[C@@H]1O (stereo partly drawn),1.0,nt,nt,8.0,-0.4,nt,nt,7.3,nt
Cc1ccc(C(=O)NCC(=O)NCc2ccc(Cl)cc2)s1,1.0,nt,nt,-21.8,0.1,nt,nt,4.5,nt
O=C(Nc1nc2c(F)cccc2s1)C1CC1,0.0,-0.3,-1.9,-1.4,0.1,-2.5,-1.1,2.1,3.4
Cc1ccc(C2/C(=C(\O)c3cnn(-c4ccccc4)c3C)C(=O)C(=O)N2CCN(C)C)o1 (stereo not drawn),1.0,0.6,14.6,-5.1,-0.1,-0.3,9.6,-5.4,4.3
COc1cc(/C=C/C(=O)OCC(=O)Nc2ccc3c(c2)OCCO3)ccc1OCC#N,2.0,-1.6,-12.3,-3.6,0.2,-3.7,-2.6,1.1,-11.7
COC(=O)c1ccc(C2/C(=C(\O)c3ccc4c(c3)OCCO4)C(=O)C(=O)N2CCCN2CCOCC2)cc1 (stereo not drawn),1.0,3.0,3.2,9.9,-0.2,-0.1,0.0,6.1,0.0
COc1cc(-c2cc(-c3ccc(F)cc3)nc(N)c2C#N)ccc1O,0.0,-0.2,3.7,-20.4,-0.1,1.2,8.3,6.0,-0.8
COc1ccc(CCN(C)CCC(=O)Nc2c(C)cc(C)cc2C)cc1OC,0.0,2.1,-2.5,6.5,0.1,-5.3,4.6,-6.1,3.6
COC(=O)c1c(-c2ccsc2)oc2ccc(-c3cc(OC)c(OC)c(OC)c3)cc12,5.0,-0.7,-5.6,17.1,0.1,-5.6,1.7,-4.0,-1.9
CCOC(=O)N1CCC(N2CCCC(CO)(Cc3cccc(OC)c3)C2)CC1 (stereo not drawn),0.0,1.6,10.2,6.8,0.0,-1.6,4.1,-1.0,-1.3
COc1cc(C(=O)Nc2ccc3ccccc3c2)cc(OC)c1OC,0.0,-0.6,nt,-3.3,0.1,nt,nt,nt,nt
Cc1cc(C(C#N)c2ccccc2F)n2ncnc2n1 (stereo not drawn),1.0,1.7,-5.3,18.8,-0.1,1.9,-0.8,1.2,5.4
CCN(CC)C(=O)N1c2ccccc2Sc2ccccc21,0.0,0.6,-1.7,10.5,-0.2,-0.3,2.2,4.4,1.7
CCN(CC)CCCN(Cc1cc2cc3c(cc2[nH]c1=O)OCO3)C(=S)NCCCOC,0.0,-0.2,7.5,0.1,-0.1,2.4,-0.7,5.3,3.7
O=C(Nc1ccccc1)c1cccc(N2C(=O)C3C4C=CC(C4)C3C2=O)c1 (stereo not drawn),3.0,2.4,5.5,5.6,0.5,2.8,3.0,3.9,3.0
CC(C)NS(=O)(=O)c1ccc(CCC(=O)Nc2cc(Cl)ccc2Oc2ccccc2)cc1,1.0,-2.0,-0.2,11.2,0.3,-9.5,1.3,1.1,-8.7
Cc1cccc(N=C2NC(=O)c3cc([N+](=O)[O-])ccc32)c1,0.0,0.3,5.0,-2.9,0.0,-1.1,2.8,6.6,6.4
O=C(Nc1cccc([N+](=O)[O-])c1)C1CC(=O)N(Cc2ccccc2)C1 (stereo not drawn),1.0,2.8,1.2,8.2,0.3,-1.9,1.2,-1.1,-0.8
CN(CC1CCOCC1)C(=O)c1ccc2nc(Cc3cccc(Cl)c3)oc2c1,2.0,3.8,-4.2,-2.0,0.1,10.0,0.5,0.9,5.3
Cc1ccnn1CCSCC(=O)O,4.0,0.9,8.5,-2.4,0.1,2.4,2.0,8.0,-0.9
CC(C)c1cc(CN2CCN(CCC#N)CC2)cc(C(C)C)c1O,0.0,2.5,2.3,-13.8,0.1,0.0,4.1,-6.3,0.3
CS(=O)(=O)Nc1ccc(C(=O)N2CCCC2)cc1,0.0,2.3,-2.2,-1.0,-0.1,-2.2,-6.5,3.2,1.1
O=C(NC(=S)N(CCO)Cc1ccccc1)c1cc(Br)ccc1Cl,2.0,2.3,7.8,12.3,0.0,0.9,5.6,4.3,1.1
Cc1c(C(=O)N2CCOCC2)sc2nc(-c3ccccc3)cn12,2.0,1.2,0.9,0.0,-0.1,1.3,0.2,-6.6,0.1
CCOC(=O)c1c(C)noc1CP(=O)(c1ccccc1)c1ccccc1,4.0,1.3,4.8,-9.7,-0.1,-11.9,5.9,1.0,1.5
CN(CC(=O)N1CCCCCC1)S(=O)(=O)c1ccc(F)cc1,2.0,-0.2,-2.6,7.5,0.0,3.0,0.9,-4.8,0.0
COC(=O)c1cccc(CSc2nnc(C)s2)c1,1.0,0.4,3.2,-3.0,0.0,-5.8,1.0,-2.8,1.0
CCCCCc1ccc(-c2ccc(OCC)cc2)nc1,1.0,3.7,-2.7,-5.3,-0.2,-8.8,1.0,0.1,-1.9
C=CCn1c(C)cc(C(=O)CSc2nnc(NCc3ccccc3)s2)c1C,5.0,1.5,7.6,-4.2,0.1,-10.2,4.5,5.8,1.5
CCOC(=O)C1CCN(C(=O)COC(=O)c2ccc(Br)o2)CC1,0.0,-2.1,-1.6,8.8,0.0,-1.9,0.7,6.2,1.4
COc1cccc(C(C)NC(=O)Nc2cccc(C(F)(F)F)c2)c1 (stereo not drawn),0.0,1.4,-1.6,-8.0,-0.1,-13.2,1.2,9.0,0.0
COc1cc2cc(CN(Cc3ccc4c(c3)OCO4)C(=O)c3ccco3)c(=O)[nH]c2cc1OC,5.0,3.0,-0.7,1.8,-0.1,-3.8,1.0,4.2,1.8

(next part)
mol,GRK2 inh,MEX-5 binding,MCL1 BIM primary,VLA-4 inh,Efflux pump inh,PME-1 primary,Bcl-xL primary,GLD-1 RNA inh,Fam108B inh
COC(=O)c1ccc([C@H](NC(=O)c2ccco2)[C@]2(C)C[C@H]2C2CCCCC2)cc1,5.0,-0.1,6.5,27.7,0.6,-4.2,5.4,1.9,-1.3
Cn1c(SCC(=O)NC2CC2)nnc1-c1ccc(Cl)cc1,0.0,nt,2.8,-5.2,0.0,2.7,-2.7,3.6,nt
Cc1cccc(-c2cc3nc4c(c(N5CCCC(O)C5)n3n2)CCC4)c1 (stereo not drawn),1.0,0.9,8.4,-1.6,0.1,4.0,1.6,7.2,1.0
Cn1c(=O)oc2cc(S(=O)(=O)N3CCC(C(=O)N4CCN(c5ccc(F)cc5)CC4)CC3)ccc21,0.0,-2.1,1.5,7.0,0.3,-0.7,4.6,6.1,0.1
COCCN(C(=O)CCCC(=O)Nc1ccccn1)C(C(=O)NC1CCCCC1)c1ccc(C)cc1 (stereo not drawn),0.0,-1.3,-0.4,14.0,0.1,-0.8,0.1,-5.0,0.2
COc1ccccc1CNC(=O)COC(=O)C1CCN(S(=O)(=O)c2ccc(C)c(C)c2)CC1,2.0,-1.1,-8.8,-4.0,0.3,10.3,-6.8,-4.2,-4.1
Cc1ccc(N=Nc2c(O)ccc3n[nH]nc23)cc1,2.0,?,nt,-2.9,0.1,nt,nt,nt,nt
CCOc1ccccc1N(CC(=O)NC1CCCCC1)S(C)(=O)=O,1.0,0.3,4.2,2.9,0.0,-0.2,10.1,-7.7,-0.8
CS(=O)(=O)c1ccc(Cl)c(NC(=O)COc2ccc3c(c2)CCC3)c1,0.0,0.9,-14.4,29.4,0.0,-3.0,-6.3,-5.4,-1.4
O=C(NCc1csc2ccc(Cl)cc12)Nc1cccc2ccccc12,2.0,-2.5,8.1,3.7,0.0,-2.5,-0.1,-0.2,-1.3
CC1Sc2ccc(S(=O)(=O)CCC(=O)N3CCN(c4ccccc4F)CC3)cc2NC1=O (stereo not drawn),0.0,2.4,-1.6,-7.7,0.0,1.0,4.2,5.6,-3.2
